GLP-1R inv ag: inverse agonists of human GLP-1 receptor | Potency, µM (highest dose often 38.3 µM), without a hit: top-dose activity change, negative = inhibition, actives largely listed as inhibitors | HEK293 GLP-1R CRE-luciferase, luminescence, 24 h; GLP-1R form is constitutively active | actives 1.6% (n = 410,000) | AID 624417; further: potency means the concentration at half of the fitted maximal effect; on the % scale 0 is the no-effect control and ±100 the full control effect; nearly all actives have a fitted effect of over 55% in size
Target sequence (P43220 whole entry, looked up): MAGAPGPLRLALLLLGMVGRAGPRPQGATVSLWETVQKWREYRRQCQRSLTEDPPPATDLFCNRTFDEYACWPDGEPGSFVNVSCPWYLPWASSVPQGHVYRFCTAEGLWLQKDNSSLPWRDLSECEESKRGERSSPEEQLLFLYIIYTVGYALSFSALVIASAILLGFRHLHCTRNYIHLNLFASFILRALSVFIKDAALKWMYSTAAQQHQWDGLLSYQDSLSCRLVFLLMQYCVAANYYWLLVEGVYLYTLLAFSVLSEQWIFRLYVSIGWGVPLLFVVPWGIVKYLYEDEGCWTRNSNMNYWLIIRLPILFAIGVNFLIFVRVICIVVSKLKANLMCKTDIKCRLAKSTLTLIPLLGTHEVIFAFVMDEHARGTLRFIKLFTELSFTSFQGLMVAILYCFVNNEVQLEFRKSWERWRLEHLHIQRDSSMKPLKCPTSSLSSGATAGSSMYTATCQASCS
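Assay principle: reduced luminescence from a cAMP-responsive reporter in HEK293 cells co-expressing a constitutively active GLP-1R. Conditions: 24 hr compound incubation, 37 deg C, 5% CO2.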
KB-V1 MDR tox: kills drug-selected multidrug resistant KB-V1 cells | actives 3.4% (n = 400,000) | Potency, µM (top dose mostly 46.1 µM), for inactives: at the top dose activity change, negative = cytotoxicity, hits mostly cytotoxic | KB-V1 MDR cells viability, CellTiter-Glo, 72 h | AID 1347076; further: potency means the concentration at half of the fitted maximal effect; on the % scale 0 is the no-effect control and ±100 the full control effect; nearly all actives have a fitted effect of over 60% in size
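Following 72 h at 37 degrees C with compound, KB-V1 cell viability was read by CellTiter-Glo luminescence, medium being phenol-red-free DMEM plus 10% FBS; concentration-response parameters came from normalized, curve-fitted qHTS data.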
aSyn rescue: inhibitors of alpha-synuclein toxicity in yeast. Yeast expressing alpha-synuclein, growth rescue, BacTiter-Glo, 24 h. Potency, µM (highest dose often 46.1 µM), without a hit: top-dose growth rescue (activation), most hits filed as activators. actives 0.14% (n = 370,000). AID 652106; further: potency means the concentration at half of the fitted maximal effect; % of control where 0% means no effect; nearly all actives have a fitted effect of over 65% in size
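Rescue of yeast growth: cells expressing toxic alpha-synuclein, induced in galactose at OD600 0.02, incubated with compound 24 h at 30 C. ATP luminescence quantified growth; inhibitors of toxicity appear as activators.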
D3 antag: blocks the human D3 dopamine receptor. actives 2.5% (n = 360,000). max response, negative = inhibition, %. D3R cells, DiscoveRx beta-arrestin luminescence, antagonist mode; stronger effect = lower value. AID 652054. P35462; in the data active means max response below about -50%; inconclusive means no clear call, values can overlap the other calls; further: on the % scale 0 is the no-effect control and ±100 the full control effect; mostly tested at two doses, the higher about 12 µM
Target sequence (P35462 whole entry, looked up): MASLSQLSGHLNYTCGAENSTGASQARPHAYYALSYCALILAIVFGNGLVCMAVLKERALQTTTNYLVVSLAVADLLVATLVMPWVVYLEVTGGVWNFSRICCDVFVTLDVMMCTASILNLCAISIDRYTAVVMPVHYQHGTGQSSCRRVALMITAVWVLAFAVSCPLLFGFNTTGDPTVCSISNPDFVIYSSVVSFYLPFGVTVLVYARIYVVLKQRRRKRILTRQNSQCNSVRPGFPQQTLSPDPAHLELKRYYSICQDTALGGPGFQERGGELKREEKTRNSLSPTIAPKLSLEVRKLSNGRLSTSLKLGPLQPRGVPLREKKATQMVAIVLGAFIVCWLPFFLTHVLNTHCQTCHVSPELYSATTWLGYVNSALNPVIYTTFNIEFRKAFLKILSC
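Cells plated overnight at 1500 cells/well, then exposed to library compounds with dopamine controls for 90 minutes at 37 degrees C. DiscoveRx reagent added for 30–60 minutes at room temperature; luminescence read, quantitative HTS format.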
GLP1R ag: agonists of human GLP-1 receptor; Potency, µM (series often up to 45.6 µM), for the others: at the top dose activation, hits mostly activators; actives 0.007% (n = 380,000); P43220; HEK293 GLP-1R CRE-luciferase, luminescence, 4-6 h; cells express a hypersensitive GLP-1R form; further: potency means the concentration at half of the fitted maximal effect; % of control where 0% means no effect
HEK293 tox: cytotoxic in the GLP-1 receptor inverse agonist counter-screen; HEK293 cAMP-luciferase reporter cells, luminescence, 24 h; Potency, µM (top dose mostly 38.3 µM), for the others: at the highest dose activity change, negative = inhibition, hits mostly inhibitors; actives 0.13% (n = 410,000);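 further: loss of luciferase light is scored as toxicity; potency means the concentration at half of the fitted maximal effect; on the % scale 0 is the no-effect control and ±100 the full control effect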
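To flag toxic compounds, the library was rerun on cells for 24 hr at 37 deg C and 5% CO2. Viability-linked luminescence was captured 12 min after adding luciferase detection reagent.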
PTHR1 agonist: PTHR1 (human) receptor agonism | HEK293 GP2 PTHR1 cells, GloSensor cAMP luminescence, 1 h | Potency, µM (top dose mostly 115 µM), inactives show at the top dose activation, usual class: activators | actives 0.075% (n = 410,000) | AID 743266; further: potency means the concentration at half of the fitted maximal effect; nearly all actives have a fitted effect of over 55% in size; some results filed as inactive show a strong effect at the top dose; inactives centre near -15; many of its hits are not listed in these tables
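HEK-293-derived GP2 cells expressing PTHR1 and a GloSensor cAMP reporter, 3,000/well, plated overnight, given luciferin plus IBMX (each 0.5 mM as added) for 1 h at 37 °C, then compound for 1 h at 37 °C. Luminescence was read after 15 min at room temperature.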
TDP-43 yeast inh: TDP-43 toxicity inhibition in yeast; actives 1.8% (n = 410,000); TDP-43 expressing yeast growth rescue, BacTiter-Glo, 24 h; Potency, µM (titrated, usually from 46.1 µM), for inactives: top-dose growth rescue (activation), actives largely listed as activators; further: potency means the concentration at half of the fitted maximal effect; % of control where 0% means no effect; nearly all actives have a fitted effect of over 50% in size
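Growth rescue of TDP-43-toxic yeast measured as ATP luminescence (BacTiter-Glo). Cells grown to mid-log in raffinose, induced in galactose at OD600=0.02, exposed to compound 24 hr at 30 deg C.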
DRD3 agonist: D3 dopamine receptor (human) agonism; D3R DiscoveRx beta-arrestin cells, luminescence, 90 min; max activation, %; actives 0.58% (n = 410,000); P35462; in the data active means max activation above about 30%; further: 0% is about no effect; mostly tested at two doses, the higher about 12 µM
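Agonist-mode cell screen: cells plated at 1500/well and incubated overnight at 37 °C, then exposed to library compounds for 90 min at 37 °C. Detection reagent was added for 30–60 min at room temperature, and luminescence was read.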
* = called active by the depositor; [ ] = dose if it differs, or a comment. Unless noted, the call rests on the fitted dose curve; in most records, active means well fitted curve in the direction sought with a large enough effect; inconclusive means small, poorly fitted or top-dose-only effect, or another doubt; inactive means no such curve, though single readings can be large; an effect the other way counts as inactive or inconclusive.

For CCOC(=O)/C(N=Nc1c(C)n(C)n(-c2ccccc2)c1=O)=C(/O)c1ccccc1 the results were GLP-1R inv ag -6%, KB-V1 MDR tox inconclusive, aSyn rescue -6%, D3 antag -23, GLP1R ag 8%, HEK293 tox 12%, PTHR1 agonist inactive, TDP-43 yeast inh -20% and DRD3 agonist -10.
CC1(C)C2CCC1(CS(=O)(=O)NCc1ccc(C(=O)O)cc1)C(=O)C2 (stereo unspecified) was read as GLP-1R inv ag 5%, KB-V1 MDR tox inconclusive, aSyn rescue 7%, D3 antag 40, GLP1R ag -14%, HEK293 tox 1%, PTHR1 agonist inactive, TDP-43 yeast inh -3% and DRD3 agonist 5.
`C=C(c1ccc(OCCO)cc1)c1ccc(OCCO)cc1` gave GLP-1R inv ag 7%, KB-V1 MDR tox 18%, aSyn rescue -11%, D3 antag 10, GLP1R ag -23%, HEK293 tox -17%, PTHR1 agonist inactive, TDP-43 yeast inh 16% and DRD3 agonist 2.
`Cn1cc(C2N3CC4(C)CN2CC(C)(C3)C4=O)c2ccccc21` (stereo unspecified) gave GLP-1R inv ag -10%, KB-V1 MDR tox -27%, aSyn rescue -7%, D3 antag inconclusive, GLP1R ag -7%, HEK293 tox 13%, PTHR1 agonist 7%, TDP-43 yeast inh -3% and DRD3 agonist -1.
`CC1CCN(Cc2ccc(-c3nnn(CC(=O)Nc4ccccc4Cl)n3)cc2)CC1` gave GLP-1R inv ag 7%, KB-V1 MDR tox -31%, aSyn rescue 6%, D3 antag -14, GLP1R ag 4%, HEK293 tox -28%, PTHR1 agonist inactive, TDP-43 yeast inh 0% and DRD3 agonist -4.
For COc1cc(Cl)c(NC(=O)CC(C)S(=O)(=O)c2cc3c(cc2C)NC(=O)CO3)c(OC)c1 (stereo unspecified) the results were GLP-1R inv ag 15%, KB-V1 MDR tox inconclusive, HEK293 tox 0%, PTHR1 agonist inactive, TDP-43 yeast inh 9% and DRD3 agonist 10.
For COc1ccc(-c2nc3n(n2)C(c2ccc(OC)c(OC)c2)C(C(=O)Nc2cccnc2)=C(C)N3)cc1 (stereo unspecified) the results were GLP-1R inv ag 6%, HEK293 tox 6%, PTHR1 agonist 23%, TDP-43 yeast inh 8% and DRD3 agonist 8.
Screening COc1ccc(CCNC(=O)C2CCN(Cc3nc(-c4ccc(Cl)cc4)oc3C)CC2)cc1OC returned GLP-1R inv ag -11%, KB-V1 MDR tox 13%, aSyn rescue -2%, D3 antag 0, GLP1R ag 11%, HEK293 tox -3%, PTHR1 agonist -14%, TDP-43 yeast inh -2% and DRD3 agonist -17.
`CCCCNC(=O)C1CCC(CNc2nc(=S)[nH]c3ccccc23)CC1` (stereo unspecified) gave GLP-1R inv ag 3%[7.66 µM], KB-V1 MDR tox inconclusive, aSyn rescue 6%, D3 antag 4, GLP1R ag 0%, HEK293 tox -2%[7.66 µM], PTHR1 agonist inactive, TDP-43 yeast inh 17% and DRD3 agonist 1.
For O=C(C[C@H]1C[C@H](C(=O)N2CCCCC2)[C@@]2(CCc3ccccc3)c3[nH]c4ccc(Cl)cc4c3CCN2C1=O)NCCN1CCOCC1 the results were GLP-1R inv ag 12%, KB-V1 MDR tox -8%, aSyn rescue 1%, D3 antag -24, GLP1R ag 5%, HEK293 tox 6%, PTHR1 agonist inactive, TDP-43 yeast inh 28% and DRD3 agonist -5.
For O=C1NC2=C(CCc3ccccc32)C(c2ccccc2)N1 (stereo unspecified) the results were GLP-1R inv ag 1%, KB-V1 MDR tox -19%, aSyn rescue 10%, D3 antag 14, GLP1R ag 2%, HEK293 tox 0%, PTHR1 agonist 3%, TDP-43 yeast inh 16% and DRD3 agonist 0.
CCOC(=O)CCC(NC(=O)c1cncc(O)c1)C(=O)OCC (stereo unspecified) was read as GLP-1R inv ag 0%, KB-V1 MDR tox 0%, aSyn rescue -1%, D3 antag -65*, GLP1R ag 1%, HEK293 tox 7%, PTHR1 agonist inactive, TDP-43 yeast inh -7% and DRD3 agonist -1.
For COc1cccc(/C(N)=N/OC(=O)Cc2ccccc2[N+](=O)[O-])c1 the results were GLP-1R inv ag inconclusive, KB-V1 MDR tox -2%, aSyn rescue 14%, D3 antag 4, GLP1R ag -3%, HEK293 tox -4%, PTHR1 agonist inactive, TDP-43 yeast inh inconclusive and DRD3 agonist -9.
`C[C@H](CO)NC(=O)c1nc[nH]c1C(=O)N[C@H](C)c1ccccc1` gave GLP-1R inv ag 2%, KB-V1 MDR tox 7%, aSyn rescue -2%, D3 antag -4, GLP1R ag 7%, HEK293 tox 2%, PTHR1 agonist -20%, TDP-43 yeast inh 0% and DRD3 agonist -9.
For O=C(c1ccc(-c2cccc(Cl)c2)o1)N1CCN(c2ccc([N+](=O)[O-])cc2)CC1 the results were GLP-1R inv ag 8%, KB-V1 MDR tox -5%, aSyn rescue 0%, D3 antag 4, GLP1R ag 5%, HEK293 tox -8%, PTHR1 agonist -16%, TDP-43 yeast inh 9% and DRD3 agonist 9.
For O=C(O)c1sccc1OCc1ccccc1 the results were GLP-1R inv ag 8%, KB-V1 MDR tox 3%, aSyn rescue 2%, D3 antag 7, GLP1R ag 0%, HEK293 tox 1%, PTHR1 agonist 0%, TDP-43 yeast inh 26% and DRD3 agonist -2.
For O=C(NCCC1=CCCCC1)c1ccc(Cl)c(S(=O)(=O)Nc2ccccc2)c1 the results were GLP-1R inv ag inconclusive, KB-V1 MDR tox inconclusive, aSyn rescue 0%, D3 antag -14, GLP1R ag 4%, HEK293 tox -5%, PTHR1 agonist -23%[57.5 µM], TDP-43 yeast inh -21% and DRD3 agonist 5.
Screening COc1ccc(OC)c(CN2CCN(c3ccc(S(=O)(=O)N4CCCC4)cn3)CC2)c1 returned GLP-1R inv ag inconclusive, KB-V1 MDR tox -7%, aSyn rescue 5%, D3 antag -12, GLP1R ag -1%, HEK293 tox inconclusive, PTHR1 agonist -88%[inhibitor], TDP-43 yeast inh -12% and DRD3 agonist -8.
`O=C(COc1ccc(S(=O)(=O)N2CCCC2)cc1)N1CCCC1` gave GLP-1R inv ag 3%, KB-V1 MDR tox 7%, aSyn rescue 3%, D3 antag 9, GLP1R ag 4%, HEK293 tox -1%, PTHR1 agonist inactive, TDP-43 yeast inh -2% and DRD3 agonist 5.
Screening Cn1cnnc1SCNC(=O)C(F)(F)F returned GLP-1R inv ag 8%, KB-V1 MDR tox 5%, aSyn rescue 1%, D3 antag 16, GLP1R ag 0%, HEK293 tox 5%, PTHR1 agonist inactive, TDP-43 yeast inh -12% and DRD3 agonist -5.
Cc1ccc2nc3sc(C(=O)NCc4ccco4)c(N)c3cc2c1 was read as GLP-1R inv ag 2%, KB-V1 MDR tox 10%, aSyn rescue 15%, D3 antag 25, GLP1R ag -10%, HEK293 tox 34%[activator], PTHR1 agonist -6%[57.5 µM], TDP-43 yeast inh -4% and DRD3 agonist -1.
Screening CCCCCCCCCCCCC/C=C/[C@@H](O)[C@@H](N)CO returned GLP-1R inv ag 12%, KB-V1 MDR tox 15%, aSyn rescue 9%, D3 antag 1, GLP1R ag 13%, HEK293 tox 4%, PTHR1 agonist -21%, TDP-43 yeast inh -13% and DRD3 agonist -7.
Cc1nc2c(-c3ccccc3)c(C)nn2c(C)c1CCC(=O)NCc1ccco1 was read as GLP-1R inv ag 7%, KB-V1 MDR tox 4%, aSyn rescue 3%, D3 antag 4, GLP1R ag 12%, HEK293 tox 26%, PTHR1 agonist -7%, TDP-43 yeast inh 6% and DRD3 agonist 0.
For CCC(C)N1CC(C(=O)O)CC1=O (stereo unspecified) the results were GLP-1R inv ag 7%, KB-V1 MDR tox -5%, aSyn rescue -2%, D3 antag -28, GLP1R ag 2%, HEK293 tox 19%, PTHR1 agonist inactive, TDP-43 yeast inh -14% and DRD3 agonist -24.

Brought forward from above: 2 compounds, followed by the next part.
Cc1nc2c(-c3ccccc3)c(C)nn2c(C)c1CCC(=O)NCc1ccco1 was read as GLP-1R inv ag 7%, KB-V1 MDR tox 4%, aSyn rescue 3%, D3 antag 4, GLP1R ag 12%, HEK293 tox 26%, PTHR1 agonist -7%, TDP-43 yeast inh 6% and DRD3 agonist 0.
For CCC(C)N1CC(C(=O)O)CC1=O (stereo unspecified) the results were GLP-1R inv ag 7%, KB-V1 MDR tox -5%, aSyn rescue -2%, D3 antag -28, GLP1R ag 2%, HEK293 tox 19%, PTHR1 agonist inactive, TDP-43 yeast inh -14% and DRD3 agonist -24.
COc1ccc(-c2nnc(C3CCN(C(=O)c4ccccc4F)CC3)o2)cc1 was read as GLP-1R inv ag -4%, KB-V1 MDR tox 6%, HEK293 tox -10%, PTHR1 agonist inconclusive, TDP-43 yeast inh inconclusive and DRD3 agonist 6.
Cc1ccc(C2=NN(S(=O)(=O)c3ccccc3)C(c3ccccc3O)C2)cc1 (stereo unspecified) was read as GLP-1R inv ag inconclusive, KB-V1 MDR tox inconclusive, aSyn rescue 26%, D3 antag 0, GLP1R ag 8%, HEK293 tox -18%, PTHR1 agonist -10%, TDP-43 yeast inh -7% and DRD3 agonist -1.
Screening CC(=O)c1cccc(NC(=O)Nc2cnn(Cc3ccc(Cl)cc3Cl)c2)c1 returned GLP-1R inv ag 0%, KB-V1 MDR tox 18µM*, aSyn rescue -8%, D3 antag 13, GLP1R ag -4%, HEK293 tox 1%, PTHR1 agonist -13%[57.5 µM], TDP-43 yeast inh -20% and DRD3 agonist -2.
For CC(C)(C)c1ccc(C(=O)N2CCC2(C)C(=O)Nc2cnc3ccccc3c2)cc1 (stereo unspecified) the results were GLP-1R inv ag 6%, KB-V1 MDR tox 4%, aSyn rescue 9%, D3 antag 14, GLP1R ag 4%, HEK293 tox -7%, PTHR1 agonist -60%[inhibitor], TDP-43 yeast inh 0% and DRD3 agonist -3.

Screens (PubChem BioAssay)

The list is partial. The share of hits here may be higher or lower than overall.
